Screening data (PubChem BioAssay)
beta cell repl = inducers of MIN6 beta-cell proliferation, primary screen, ATP luminescence, uHTS; MIN6 cells proliferation, ATPlite luminescence, 48 h; cells starved in 0.2% serum; 100% = growth in 10% serum; proliferation, % at 10 µM; actives 0.29% (n = 330,000); AID 2380, 2010;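 active means compounds whose signal lies at least 3.5 SD above the mean of all wells on their plate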;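 further: 0% = DMSO-treated cells in low-serum medium and 100% = 10% serum control; some compounds called inactive have numbers as strong as hits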
tim10-1 inh = growth inhibitors of tim10-1 mutant yeast, primary screen, luminescence, uHTS; actives 2.2% (n = 330,000); S. cerevisiae tim10-1 ts strain growth, BacTiter-Glo, 24 h; inhibition, % at 20 µM;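 active means inhibition of at least 40%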;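 further: mutant grown at 25 °C; 0% = DMSO wells with yeast and 100% = wells holding no yeast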
APOBEC3A inh = APOBEC3A ssDNA deaminase inhibitors, primary screen, selectivity assay for APOBEC3G inhibitor project, biochemical, FAM/TAMRA oligo cleavage fluorescence; recombinant A3A, FAM/TAMRA ssDNA deamination fluorescence; inhibition, % at 20 µM; actives 0.41% (n = 330,000);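 active means at least 40% inhibition at 20 µM here, with at most 30% in a related deaminase screen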;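 further: plate controls were A3A with DMSO for no effect and wells lacking A3A enzyme for full effect; some results filed as inactive read as strong as hits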
Target sequence (P31941 whole entry, looked up): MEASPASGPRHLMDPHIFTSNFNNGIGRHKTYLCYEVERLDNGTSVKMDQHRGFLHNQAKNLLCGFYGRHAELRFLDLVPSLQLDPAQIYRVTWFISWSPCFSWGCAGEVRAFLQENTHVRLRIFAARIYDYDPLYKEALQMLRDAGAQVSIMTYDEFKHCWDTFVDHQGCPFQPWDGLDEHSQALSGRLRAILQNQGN
hIAP inh = human IAP inhibitors, primary screen, biochemical, luminescence, uHTS. AID 2544, 2010. purified IAP, CDP-Star luminescence, 30 min. Intestinal-type alkaline phosphatase (Homo sapiens), P09923. actives 0.12% (n = 330,000). inhibition, % at 10 µM;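 active means inhibition reaching a set limit with compound at 10 µM in the primary screen, cut at about 35% in these data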;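 further: plate controls were DMSO wells with enzyme for no effect and no-enzyme buffer wells for full effect; values of inactives mirror those of a sister screen read the other way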
Target sequence (P09923 whole entry, looked up): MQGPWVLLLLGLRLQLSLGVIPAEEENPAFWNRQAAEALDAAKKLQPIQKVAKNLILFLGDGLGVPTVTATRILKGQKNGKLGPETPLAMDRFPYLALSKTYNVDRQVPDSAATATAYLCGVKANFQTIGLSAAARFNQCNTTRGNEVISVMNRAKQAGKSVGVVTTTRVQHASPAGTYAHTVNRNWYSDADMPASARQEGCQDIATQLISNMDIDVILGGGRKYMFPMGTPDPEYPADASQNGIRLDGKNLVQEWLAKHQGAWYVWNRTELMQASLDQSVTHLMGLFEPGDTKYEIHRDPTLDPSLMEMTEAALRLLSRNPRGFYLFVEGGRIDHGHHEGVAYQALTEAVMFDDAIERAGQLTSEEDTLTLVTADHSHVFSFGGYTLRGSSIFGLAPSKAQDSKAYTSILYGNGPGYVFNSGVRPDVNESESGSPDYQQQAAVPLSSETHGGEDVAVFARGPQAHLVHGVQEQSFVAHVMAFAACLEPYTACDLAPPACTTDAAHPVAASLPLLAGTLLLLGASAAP
APOBEC3G inh = APOBEC3G DNA deaminase inhibitors, primary screen, biochemical, fluorescence, single-stranded DNA substrate, uHTS; DNA dC->dU-editing enzyme APOBEC-3G (Homo sapiens), Q9HC16; recombinant A3G, ssDNA deamination FAM/TAMRA fluorescence; inhibition, % at 20 µM; actives 0.28% (n = 330,000); AID 493012, 2011;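 active means inhibition of at least 40% at 20 µM, with no more than 30% in the related APOBEC3A deaminase screen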;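 further: plate controls were DMSO wells with A3G for no effect and wells lacking A3G enzyme for full effect; some compounds called inactive have numbers as strong as hits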
Target sequence (Q9HC16 whole entry, looked up): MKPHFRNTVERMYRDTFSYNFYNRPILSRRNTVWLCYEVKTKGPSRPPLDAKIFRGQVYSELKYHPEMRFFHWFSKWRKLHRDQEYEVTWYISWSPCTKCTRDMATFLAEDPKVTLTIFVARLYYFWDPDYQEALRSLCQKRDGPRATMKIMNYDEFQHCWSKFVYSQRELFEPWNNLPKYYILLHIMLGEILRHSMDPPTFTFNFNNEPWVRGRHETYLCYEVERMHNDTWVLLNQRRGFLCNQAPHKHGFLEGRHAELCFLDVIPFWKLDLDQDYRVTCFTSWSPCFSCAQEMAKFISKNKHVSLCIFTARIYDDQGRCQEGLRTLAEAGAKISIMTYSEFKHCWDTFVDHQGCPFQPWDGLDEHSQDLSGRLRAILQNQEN
mIAP act = activators of mouse IAP, primary screen, biochemical, luminescence, uHTS. activation factor at 10 µM. intestinal alkaline phosphatase [Mus musculus]. muIAP, CDP-Star luminescence, 30 min; stronger effect = higher value; 1 = vehicle-only enzyme signal, 0 = enzyme-free wells. actives 0.24% (n = 330,000);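 active means activation factor of at least 2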; further: the source names both 10 and 20 µM as test concentration; values of inactives mirror those of a sister screen read the other way
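Assay system: mouse IAP enzyme; Reagent: CDP-Star chemiluminescent phosphatase substrate; Compound: DMSO-dissolved test compounds; Incubation: 30 min, room temperature; Technique: luminescence from enzymatic CDP-Star hydrolysis; Controls: DMSO-only wells and no-enzyme negative control.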
mIAP inh = inhibitors of mouse IAP, primary screen, biochemical, luminescence, uHTS; intestinal alkaline phosphatase [Mus musculus]; purified mouse IAP, CDP-Star luminescence, 30 min; inhibition, % at 10 µM; actives 0.2% (n = 330,000); AID 2806, 2010;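 active means inhibition of at least 40% at 10 µM in the primary screen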;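 further: plate controls were DMSO with enzyme for no effect and no enzyme wells for full effect; values of inactives mirror those of a sister screen read the other way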
NLRP3 yeast inh = NALP3 inflammasome inhibitors in reconstituted yeast, primary screen, luminescence, uHTS | AID 2825, 2010 | inhibition, % at 10 µM | actives 0.39% (n = 330,000) | Yeast reconstituted NLRP3/ASC/caspase-1, beta-gal luminescence, 24 h;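 active means inhibition of 50% or more; inactive means inhibition below 50%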;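 further: plate controls were induced DMSO wells for no effect and uninduced yeast grown without galactose for full effect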
TIM10 inh = growth inhibitors of isogenic TIM10 control yeast, primary screen, counter-screen for tim10-1 yeast inhibitor project, luminescence, uHTS. S. cerevisiae TIM10 strain growth, BacTiter-Glo luminescence, 24 h. inhibition, % at 10 µM. actives 1.4% (n = 330,000). AID 463195, 2010;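 active means inhibition of 40% or more at the single tested concentration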;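 further: wild-type TIM10 isogenic control strain grown at permissive 25 °C; 0% = DMSO yeast wells and 100% = minimal medium wells without yeast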
The depositor's hits bear a star. Compounds were not picked by outcome; about 4.6% have a hit in one of these screens.

For c1cnc(Sc2ccc3nnnn3n2)nc1 the results were beta cell repl -0.6, tim10-1 inh 7.7, APOBEC3A inh 0.9, hIAP inh -14.2, APOBEC3G inh 0.8, mIAP act 1.13, mIAP inh -13.4, NLRP3 yeast inh -1.0 and TIM10 inh -15.2.
O=C(Cn1cc(C(F)(F)F)cc(Cl)c1=O)NCc1ccc(Cl)cc1Cl was read as beta cell repl -1.2, tim10-1 inh 10.4, APOBEC3A inh -3.4, hIAP inh 9.4, APOBEC3G inh -7.6, mIAP act 0.979, mIAP inh 2.1, NLRP3 yeast inh 21.4 and TIM10 inh 11.8.
`C[C@H](OC(=O)NCc1ccc(C(F)(F)F)cc1)[C@@H]1O[C@@]2(C)CCC[C@@H]1O2` gave beta cell repl -3.6, tim10-1 inh 10.0, APOBEC3A inh -1.1, hIAP inh -3.5, APOBEC3G inh -14.4, mIAP act 1.07, mIAP inh -7.2, NLRP3 yeast inh 11.8 and TIM10 inh -3.6.
For CSc1nsc(SCC(=O)Nc2ccc(OC(C)=O)cc2)n1 the results were beta cell repl -0.8, tim10-1 inh -48.9, APOBEC3A inh -1.5, hIAP inh -24.4, APOBEC3G inh -4.9, mIAP act 1.07, mIAP inh -6.6, NLRP3 yeast inh -8.7 and TIM10 inh -33.1.
O=C(Cn1c(=O)oc2ccccc21)Nc1cccc(Cl)c1 was read as beta cell repl -2.4, tim10-1 inh 10.2, APOBEC3A inh -0.1, hIAP inh 9.5, APOBEC3G inh -2.2, mIAP act 0.958, mIAP inh 4.2, NLRP3 yeast inh 13.8 and TIM10 inh 6.0.
For COc1cccc(NC(=O)N2CCCC2C(=O)NCC(C)C)c1 (stereo not drawn) the results were beta cell repl -4.2, tim10-1 inh 9.4, APOBEC3A inh -3.2, hIAP inh -17.1, APOBEC3G inh -1.9, mIAP act 0.968, mIAP inh 3.2, NLRP3 yeast inh -0.5 and TIM10 inh -8.7.
Screening Cc1cc(N2CCN(c3ccccc3)CC2)nc(-c2ccccc2)n1 returned beta cell repl -2.1, tim10-1 inh 7.9, APOBEC3A inh -2.9, hIAP inh 19.7, APOBEC3G inh -3.2, mIAP act 1, mIAP inh 0.0, NLRP3 yeast inh 14.9 and TIM10 inh 2.2.
`CCSc1nnc(NC(=O)CSc2nc3c(cc2C#N)CCCC3)s1` gave beta cell repl -3.6, tim10-1 inh -0.4, APOBEC3A inh -7.3, hIAP inh 6.4, APOBEC3G inh -10.4, mIAP act 0.942, mIAP inh 5.8, NLRP3 yeast inh 17.6 and TIM10 inh 11.5.
For CC(C)CCNC(=O)C(c1ccco1)N(CC1CCCO1)C(=O)Cn1nnc2ccccc21 (stereo not drawn) the results were beta cell repl -2.7, tim10-1 inh 15.9, APOBEC3A inh -20.8, hIAP inh -32.2, APOBEC3G inh -4.9, mIAP act 1.05, mIAP inh -5.4, NLRP3 yeast inh 4.0 and TIM10 inh -1.2.
`Cc1[nH]nc2c1C(c1cccc(OC(=O)N3CCOCC3)c1)C(C#N)=C(N)O2` (stereo not drawn) gave beta cell repl -2.7, tim10-1 inh 11.5, APOBEC3A inh 3.4, hIAP inh 8.9, APOBEC3G inh 0.4, mIAP act 1.01, mIAP inh -1.1, NLRP3 yeast inh 12.2 and TIM10 inh 3.5.
Screening CC(c1ccccc1)N1C(=O)c2ccccc2C1(O)Cc1ccccc1 (stereo not drawn) returned beta cell repl 2.9, tim10-1 inh 15.1, APOBEC3A inh -6.3, hIAP inh 12.7, APOBEC3G inh -6.7, mIAP act 0.992, mIAP inh 0.8, NLRP3 yeast inh 8.9 and TIM10 inh 24.0.
CC(C)(C)C1=CC(=O)C(=O)C(C(C)(C)C)=C1 was read as beta cell repl -6.0, tim10-1 inh 47.2*, APOBEC3A inh 2.9, hIAP inh 7.3, APOBEC3G inh -1.2, mIAP act 1.1, mIAP inh -9.9, NLRP3 yeast inh -7.8 and TIM10 inh 40.1*.
CCN(CC)S(=O)(=O)c1ccc2c(c1)c(=O)c(C(=O)NCCc1ccc(OC)c(OC)c1)cn2C was read as beta cell repl 2.0, tim10-1 inh 29.1, APOBEC3A inh -3.3, hIAP inh -8.9, APOBEC3G inh -7.7, mIAP act 0.964, mIAP inh 3.6, NLRP3 yeast inh 7.3 and TIM10 inh -8.1.
CCOC(=O)[C@@H](C)N(Cc1ccc(OC)cc1)S(=O)(=O)N(Cc1ccccc1)[C@H](C(=O)OC)C(C)C was read as beta cell repl -7.1, tim10-1 inh 20.6, APOBEC3A inh -3.6, hIAP inh 0.5, APOBEC3G inh -6.9, mIAP act 0.996, mIAP inh 0.4, NLRP3 yeast inh 14.3 and TIM10 inh 24.0.
COc1cc(NC(=O)c2noc3c2CCCC3)c(OC)cc1Cl was read as beta cell repl -0.9, tim10-1 inh -0.7, APOBEC3A inh -5.0, hIAP inh -6.4, APOBEC3G inh -8.1, mIAP act 1.01, mIAP inh -1.5, NLRP3 yeast inh 8.6 and TIM10 inh 3.4.
For COc1ccc(NS(=O)(=O)c2cccc(C(=O)N/N=C/c3cn(-c4ccccc4)nc3-c3ccc(OC)cc3)c2)cc1 the results were beta cell repl -2.5, tim10-1 inh 8.3, APOBEC3A inh 2.4, hIAP inh -6.9, APOBEC3G inh -5.2, mIAP act 1.02, mIAP inh -2.3, NLRP3 yeast inh 4.6 and TIM10 inh 2.6.
Screening COc1ccc(OC)c(NC(=O)CSc2nnc(C3CCCCC3)n2-c2ccccc2)c1 returned beta cell repl -2.0, tim10-1 inh 31.1, APOBEC3A inh 0.9, hIAP inh -0.4, APOBEC3G inh -1.4, mIAP act 1.01, mIAP inh -0.8, NLRP3 yeast inh 12.5 and TIM10 inh 16.3.
`COCCCNC(=O)C1CCC(CNS(=O)(=O)c2ccc(Cl)cc2)CC1` (stereo not drawn) gave beta cell repl 1.0, tim10-1 inh 2.1, APOBEC3A inh -5.8, hIAP inh -8.2, APOBEC3G inh -9.0, mIAP act 1.12, mIAP inh -12.3, NLRP3 yeast inh -2.9 and TIM10 inh -18.8.
Screening CN(NC(=O)Nc1ccc(Cl)cc1)c1ncc(C(F)(F)F)cc1Cl returned beta cell repl -5.5, tim10-1 inh 5.6, APOBEC3A inh 8.9, hIAP inh -0.4, APOBEC3G inh 5.2, mIAP act 1.8, mIAP inh -80.3, NLRP3 yeast inh 19.4 and TIM10 inh 20.9.
For O=c1[nH][nH]c(-c2ccccc2O)c1C(C[N+](=O)[O-])c1ccc(Cl)cc1Cl (stereo not drawn) the results were beta cell repl 0.0, tim10-1 inh 55.2*, APOBEC3A inh -3.8, hIAP inh -6.0, APOBEC3G inh -8.1, mIAP act 0.916, mIAP inh 8.4, NLRP3 yeast inh 16.1 and TIM10 inh 42.2*.
`CSc1ncc2ncn(C3OC(CO)C(O)C3O)c2n1` (stereo not drawn) gave beta cell repl -4.6, tim10-1 inh -7.9, APOBEC3A inh -5.4, hIAP inh -3.7, APOBEC3G inh -6.0, mIAP act 1.11, mIAP inh -10.9, NLRP3 yeast inh -15.1 and TIM10 inh -10.9.
For O=C(c1ccccc1)c1sc(N2CCCCCC2)nc1-c1ccccc1 the results were beta cell repl -4.5, tim10-1 inh 43.0*, APOBEC3A inh -2.1, hIAP inh -22.7, APOBEC3G inh -3.9, mIAP act 0.92, mIAP inh 8.0, NLRP3 yeast inh 5.5 and TIM10 inh 17.8.
Cc1cc2oc(C(=O)Nc3ccc(S(=O)(=O)Nc4ncccn4)cc3)cc(=O)c2cc1Cl was read as beta cell repl -2.9, tim10-1 inh -9.0, APOBEC3A inh -4.6, hIAP inh -20.7, APOBEC3G inh -6.2, mIAP act 1, mIAP inh -0.2, NLRP3 yeast inh -1.3 and TIM10 inh -12.3.
For Cc1ccc(CNC(=O)C(=O)NCC2OCCN2C(=O)c2ccc(Cl)cc2)cc1 (stereo not drawn) the results were beta cell repl 2.1, tim10-1 inh -2.3, APOBEC3A inh 0.7, hIAP inh 14.8, APOBEC3G inh 0.1, mIAP act 0.877, mIAP inh 12.3, NLRP3 yeast inh 21.6 and TIM10 inh -6.7.
CC(NC(=O)NNC(=O)c1ccncc1)(C(F)(F)F)C(F)(F)F was read as beta cell repl 0.3, tim10-1 inh 5.9, APOBEC3A inh -1.7, hIAP inh -0.4, APOBEC3G inh -6.5, mIAP act 1.08, mIAP inh -8.2, NLRP3 yeast inh 10.7 and TIM10 inh -3.8.
For O=C(CSc1nc2ccccc2c(=O)n1-c1ccccc1Cl)NCC1CCCO1 (stereo not drawn) the results were beta cell repl 2.7, tim10-1 inh 16.8, APOBEC3A inh -1.6, hIAP inh -6.0, APOBEC3G inh -9.3, mIAP act 1.1, mIAP inh -9.6, NLRP3 yeast inh 7.7 and TIM10 inh 2.6.
`CC(=O)c1cccc(NC(=O)C=C(C)C)c1` gave beta cell repl 2.4, tim10-1 inh 25.0, APOBEC3A inh -2.8, hIAP inh 0.8, APOBEC3G inh -4.7, mIAP act 1.02, mIAP inh -2.0, NLRP3 yeast inh 10.0 and TIM10 inh 19.7.
Cc1nnc(C)n1/N=C/c1ccccc1 was read as beta cell repl -2.6, tim10-1 inh -24.5, APOBEC3A inh -0.9, hIAP inh -5.1, APOBEC3G inh -5.9, mIAP act 1.02, mIAP inh -2.2, NLRP3 yeast inh 11.8 and TIM10 inh -11.4.
CCOC(=O)N1CCN(c2nc(-c3cccs3)nc3ccccc23)CC1 was read as beta cell repl -6.2, tim10-1 inh 32.3, APOBEC3A inh -2.0, hIAP inh -4.9, APOBEC3G inh -9.4, mIAP act 0.913, mIAP inh 8.7, NLRP3 yeast inh 17.6 and TIM10 inh 25.2.
`O=C(Nc1cccc(Cl)c1)c1ccc(=O)[nH]n1` gave beta cell repl 3.1, tim10-1 inh 8.1, APOBEC3A inh -2.5, hIAP inh 2.8, APOBEC3G inh -8.4, mIAP act 0.989, mIAP inh 1.1, NLRP3 yeast inh 8.7 and TIM10 inh 2.9.
Screening O=C(CC(=O)N/N=C\c1c(Cl)cccc1Cl)NCc1ccccc1 returned beta cell repl 1.0, tim10-1 inh 9.4, APOBEC3A inh -0.4, hIAP inh -9.1, APOBEC3G inh -2.5, mIAP act 0.923, mIAP inh 7.7, NLRP3 yeast inh 3.8 and TIM10 inh 16.8.
For O=C(NCCC1=CCCCC1)C1CCN(S(=O)(=O)c2cccc(C(F)(F)F)c2)CC1 the results were beta cell repl -5.7, tim10-1 inh 25.1, APOBEC3A inh -0.7, hIAP inh -6.6, APOBEC3G inh -6.6, mIAP act 1.04, mIAP inh -4.3, NLRP3 yeast inh 31.8 and TIM10 inh 21.2.
For COc1cccc2cc(-c3cc(=O)oc4cc(C)c(OCC(C)=O)cc34)oc12 the results were beta cell repl 1.2, tim10-1 inh -4.4, APOBEC3A inh -4.5, hIAP inh -12.3, APOBEC3G inh -7.3, mIAP act 1.03, mIAP inh -2.8, NLRP3 yeast inh 11.8 and TIM10 inh 1.5.
